PriA SSB inh: inhibitors of Klebsiella pneumoniae PriA binding to SSB C-terminal tail, primary screen, biochemical, AlphaScreen; AlphaScreen SSBct-PriA binding, biotinylated peptide; inhibition, % at 33 µM; 430,000 compounds, 0.6% hits; in the data active means inhibition mostly above about 37%, no sharp cut-off; inactive means mostly below about 20%;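 further: plate controls were negative control peptide for no effect and reference peptide for full effect; strong numbers were not always called active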
* = called active by the depositor; & = joins results of further samples. These rows are one share of the data (hit frequency here may not be typical).

SMILES	PriA SSB inh
COC(=O)c1ccccc1NC(=O)C1OC2OC(C)(C)OC2C2OC(C)(C)OC12 (stereo unspecified)	-12
COc1ccc(-c2nc(SC)c(S(=O)(=O)c3ccc(C)cc3)[nH]2)cc1	6&3
CS(=O)(=O)N1CCCCC1C(=O)Nc1ccc(Cl)cc1 (stereo unspecified)	-9
O=c1[nH]c(NN=Cc2ccc(F)cc2)nc2ccccc12	-5
CCCCOc1ccc(C=c2sc3ncnn3c2=O)cc1	-15
S=c1[nH]nc(-c2ccccc2)n1N=Cc1cccc(Cl)c1	4
O=C(CSc1ccncc1)Nc1cc(N2CCOCC2)ncn1	-13
Cc1cc(C)n(CC(O)COc2ccc3c4c(c(=O)oc3c2)CCC4)n1 (stereo unspecified)	0
CCc1nc2n(n1)C(=O)C([C@H](c1ccco1)N1CCN(C(=O)c3ccco3)CC1)S2 (stereo partly specified)	-21
Cc1cc2ncc(NC(=O)COc3ccc(Cl)cc3Cl)cn2n1	-15
CC(=NN(c1ccccc1)c1ccccc1)c1ccco1	27
CCC(C)C(C)=NNC(=O)c1ccc(COc2ccc(Cl)c(C)c2)cc1 (stereo unspecified)	-3
CCn1c(O)c(C(C)=NN2CCCCC2c2cccnc2)c(=O)[nH]c1=S (stereo unspecified)	-10
O=C(Cc1csc(SCc2ccc(Br)cc2)n1)NCc1ccco1	-2
Cn1nc(CNC(=O)c2cccnc2)cc1-c1cccs1	-18
COc1ccc(-c2cc(COC(=O)c3ccco3)no2)cc1	-14
O=C(NCCn1ncc2c(=O)n(Cc3ccc(Cl)cc3)cnc21)[C@H]1CC(=O)N(c2ccc(F)cc2)C1	-3
CC(C)C1Nc2ccccc2C(=O)N1CC(=O)Nc1nc(-c2ccccn2)cs1 (stereo unspecified)	95*
O=C(c1ccco1)N(Cc1cccnc1)c1nc2cc3c(cc2s1)OCCO3	6
CCOCN(C(=O)Cn1c(CN2CCOCC2)nc2ccccc21)c1c(C)cccc1CC	2
O=C(CSc1nnc(NC(=O)Nc2ccc(F)cc2)s1)Nc1ccc(F)cc1F	-31
Cn1cnc(S(=O)(=O)NCc2nn(C)c3c2CCCC3)c1	-8
COCC(=O)N1CCCc2ccc(NS(=O)(=O)c3ccc(Br)cc3)cc21	-4
O=C(c1cc(-n2cccn2)ccn1)N1CCN(C/C=C/c2ccccc2)CC1	8
CCCCC(C)=NNC(=O)c1cn(-c2ccccc2)nc1-c1ccccc1	-1
Cc1ccc(C(N)=O)cc1	-15
COc1ccc(C2C(=C(O)c3ccccc3)C(=O)C(=O)N2CO)cc1 (stereo unspecified)	2
Cc1ccc(N(CN2CCCC2=O)C(=O)COc2ccc(Cl)cc2Cl)cc1Cl	-14&0
C[C@](O)(CNC(=O)C(=O)NCc1ccc(F)cc1)c1cc2ccccc2s1	2
O=C(CCS(=O)(=O)Cc1ccccc1)Nc1ccc(Cl)cc1	-2
COc1cc(C=NNC(N)=O)ccc1OC(=O)c1ccco1	-2
COCCCN1C(=O)/C(=C/c2ccco2)SC1=NS(=O)(=O)c1ccccc1	-3
CC(C)Cc1nnc(NC(=O)CN2CCCCCC2)s1	-5
COc1ccc(OC)c2sc(N(CCCN3CCOCC3)C(=O)c3ccccc3SC)nc12	28*
CCOc1ccccc1-n1nnc2c(=O)n(Cc3nc(-c4cccc(C(F)(F)F)c4)no3)cnc21	0
O=C(c1ccc(Br)o1)N1CCN(Cc2nc(-c3ccco3)cs2)CC1	14
O=C(Cc1c(F)cccc1Cl)Nc1ccc2c(c1)N(C(=O)c1cccs1)CC2	0
S=C(NCc1ccccc1)NNc1nc(-c2ccccc2)c2cc(Cl)ccc2n1	-4
O=c1c(=O)n(-c2ccc(F)cc2)ccn1Cc1ccncc1	8
COc1cccc(Cn2c(=O)n(Cc3ccc(F)cc3)c(=O)c3nccnc32)c1	-4

Brought forward from above: 2 entries, then new ones.
SMILES	PriA SSB inh
O=c1c(=O)n(-c2ccc(F)cc2)ccn1Cc1ccncc1	8
COc1cccc(Cn2c(=O)n(Cc3ccc(F)cc3)c(=O)c3nccnc32)c1	-4
Cc1ccc(S(=O)(=O)N=C2NC(=O)/C(=C\c3cc(Br)cc(Br)c3O)S2)cc1	13
CC(CCC(C)C)=NNC(=S)Nc1cc(S(=O)(=O)N2CCOCC2)ccc1N1CCOCC1	-6
Cc1cc(NC(=O)c2ccc(F)c(F)c2)n(-c2nc(-c3cccs3)cs2)n1	4
C=CCn1c(SCc2ccc([N+](=O)[O-])cc2)nnc1-c1sc2cc(OC)ccc2c1Cl	4
O=C(COc1ccccc1)NCCc1csc(-c2cccnc2)n1	6
Nc1c(Cl)ncnc1NN=Cc1ccc2ccccc2n1	54*
Cc1c(Cl)cccc1NC(=O)Cn1cnc2c(-c3ccccc3)csc2c1=O	-15
CCCc1nnsc1C(=O)N1CCC(SCC(=O)OC)C1 (stereo unspecified)	-8
Clc1cc(-c2ccccn2)nc(-c2ccccn2)c1	64*
CCOC(=O)c1sc(NC(=O)c2ccc(S(=O)(=O)N3CCc4ccccc43)cc2)c(C(=O)OCC)c1C	-19

Retrieved by compound from the entries so far (four):
SMILES	PriA SSB inh
CCOC(=O)c1sc(NC(=O)c2ccc(S(=O)(=O)N3CCc4ccccc43)cc2)c(C(=O)OCC)c1C	-19
Cc1c(Cl)cccc1NC(=O)Cn1cnc2c(-c3ccccc3)csc2c1=O	-15
Clc1cc(-c2ccccn2)nc(-c2ccccn2)c1	64*
O=C(COc1ccccc1)NCCc1csc(-c2cccnc2)n1	6

Following part:
SMILES	PriA SSB inh
CC(C)(C)c1ccc(NC(=O)c2ccc(Br)cc2)c([N+](=O)[O-])c1	41
COc1ccccc1CNC(=O)C1CN(C(C)=O)C1	-8
Cc1cc(NC(=O)C(=O)NCC(c2cccn2C)N2CCc3ccccc3C2)no1 (stereo unspecified)	6
CC(=NOCC(=O)Nn1c(C)nc2ccccc2c1=O)c1cccs1	-6
O=C(NCC1(Sc2ccccc2)CCOCC1)c1cc(C2CC2)on1	1
CCc1nnc2ccc(N3CCN(C(=O)Nc4ccc(C)c(C)c4)CC3)nn12	-7
Cc1nc(C)c(CC(=O)NCc2ccc(F)cc2F)s1	-5
O=C(CSc1ccccc1[N+](=O)[O-])Nc1cccc(Br)c1	31
Cc1ccc(S(=O)(=O)N=C(NC(=S)Nc2c(C)n(C)n(-c3ccccc3)c2=O)c2ccccc2)cc1	-1
O=C(OCc1cc(-c2ccco2)on1)C1c2ccccc2Oc2ccccc21	9
COc1cc(Cn2cc(CC(=O)NCC3CCCO3)c3ccccc32)cc(OC)c1 (stereo unspecified)	-21
COc1cccc(NC(=O)CSc2ncnc3scc(-c4ccc(C)cc4)c23)c1	2
COc1ccc(C)cc1NC(=O)C(=O)NCCc1csc(-c2cccc(F)c2)n1	-23
COc1cc2sc(C)nc2cc1N	-5
O=C(NCC[C@H](O)C1CCOCC1)c1ccc(Cl)cc1	-3
O=C(NCc1ccsc1)c1ccccc1C(F)(F)F	0
CC(C)N1CC(CO)CC1=O (stereo unspecified)	15
CCOc1ccc(NC(=O)CSc2nc3ccccc3c(=O)n2NC(=O)Cc2ccccc2)cc1	1
O=C(Nc1ccc(Cl)c(N2CCCS2(=O)=O)c1)c1ccco1	8
COCC(=O)NCC1CN(c2ccc(F)cc2)C(=O)O1 (stereo unspecified)	-10
Cc1nn(C2CCS(=O)(=O)C2)c(C)c1N1CCN(C(=O)c2cc(=O)c3ccccc3o2)CC1 (stereo unspecified)	16
Fc1ccc(COc2ccc(C=Nn3cnnc3)cc2)cc1	0
CC(C)(C)CC(=O)Nc1ccc(CC(=O)N2CCOCC2)cc1	-1
CC(=NOCC(=O)OCC(=O)NC(=O)c1ccc(OC(F)F)cc1)c1ccc2c(c1)OCO2	-14
O=C(NCc1cc(-c2ccccc2)on1)c1ccc(S(=O)(=O)N2CCCC2)cc1	-5
Cc1ccccc1-c1noc(CSc2nc(C)c(C)c(=O)[nH]2)n1	-10
COC(CNS(=O)(=O)c1c(C)noc1C)c1ccc(Cl)s1 (stereo unspecified)	-8
CS(=O)(=O)N1CCC(C(=O)Nc2ccc(Br)cc2C(=O)c2ccccc2)CC1	-17
CC(=O)c1cccc(NC(=O)Cc2cc(=O)[nH]c(SCc3ccccc3F)n2)c1	13
O=C(Nc1nnc(N=Cc2cccs2)s1)c1ccc(Cl)cc1Cl	-3
Cc1ccc(S(=O)(=O)c2cnc(N(C)Cc3ccccc3)nc2N)cc1C	-8
COc1ccc2nc(-c3cccc(NS(=O)(=O)c4cc(F)ccc4F)c3)cn2n1	-7
CC(NC(=O)Cc1csc(SCC(=O)c2cccs2)n1)c1ccccc1 (stereo unspecified)	3
Cn1nnn(-c2ccc(NC(=O)c3cc(=O)c4ccccc4o3)cc2)c1=O	-4
O=C(NC[C@H](Cc1cccc(F)c1)N1CCCCC1=O)c1ccno1	6
CCc1ccc(OCC(=O)NN=C(C)c2ccc3c(c2)OCCO3)cc1	-10
CSc1ccccc1C(=O)NCCC(O)C1CC1 (stereo unspecified)	-8
CCOC(=O)/C(C#N)=C1\C=CNC(=O)N1	3
Cc1nn(-c2ccccc2)c(OC(=O)CCc2ccccc2)c1Sc1ccc(Cl)cc1	2
CCOC(=O)C(=O)Nc1cc(C)nn1-c1nc(C)c(C)c(=O)[nH]1	22

Next section, overlapping the part above by 2 compounds.
SMILES	PriA SSB inh
Cc1nn(-c2ccccc2)c(OC(=O)CCc2ccccc2)c1Sc1ccc(Cl)cc1	2
CCOC(=O)C(=O)Nc1cc(C)nn1-c1nc(C)c(C)c(=O)[nH]1	22
Oc1ccccc1-c1nc2c3c(-c4ccccc4)c(-c4ccccc4)oc3ncn2n1	5
COc1ccc(CC2SC(=N)NC2=O)cc1 (stereo unspecified)	0
COc1ccccc1NC(=O)C1=C(C)N=C(SCC(=O)Nc2ccccc2C)C(C#N)[C@H]1c1ccc(C)o1 (stereo partly specified)	-10
CC(C)c1ccc(NC(=O)C(=O)NCC(c2cccn2C)N2CCc3ccccc3C2)cc1 (stereo unspecified)	0
CCCCS(=O)(=O)N1CCN(CC(F)(F)F)CC1	-23
COc1ccccc1N(CCCN1C(=O)c2cccc3cccc(c23)C1=O)C(=O)C(C)(C)C	-7
Cc1ccc(NC(=O)Nc2c[nH]c3ccccc23)cc1F	7
O=C(CSc1ccc(NC(=O)c2cccc(F)c2)nn1)NC1CCCC1	-2
CCc1ccc(C(=O)NN=C(C)c2ccncc2)s1	7
CC(Oc1ccccc1)C(=O)NCCC(O)C1CC1 (stereo unspecified)	-2
Cn1nc(C(=O)Nc2ccc(C(N)=O)cc2)ccc1=O	-9
COC(=O)c1ccccc1C(=O)N1CCc2c(cnc3cc(C)nn23)C1	-1
COc1ccc(C(=O)Nc2c(N)nc(SCC(=O)Nc3cc(C)on3)[nH]c2=O)cc1	-1
O=C(NCC1(O)Cc2ccccc2C1)c1ccc(C(F)(F)F)nc1	-18
O=C(Cl)c1cc(Cl)ccn1	83*
CC(=NO)c1sc(-c2ccccc2)nc1C	3
O=C(CC(NCCCO)C(=O)O)Nc1ccccc1Br (stereo unspecified)	-10
CCc1nnc2ccc(N3CCN(S(=O)(=O)c4cc(C)cc(C)c4)CC3)nn12	3
COc1ccc(C(=O)/C=C/c2ccc(N(C)C)cc2)cc1	-37
CCOc1ccc(-c2nc(Cn3nnc(C(=O)Nc4ccc(C)c(F)c4)c3C)c(C)o2)cc1	-2

Copied from the list:
PriA SSB inh result of `COc1ccc(C(=O)/C=C/c2ccc(N(C)C)cc2)cc1` reads -37
PriA SSB inh result of `CCc1nnc2ccc(N3CCN(S(=O)(=O)c4cc(C)cc(C)c4)CC3)nn12` reads 3
PriA SSB inh result of `COC(=O)c1ccccc1C(=O)N1CCc2c(cnc3cc(C)nn23)C1` reads -1

(continued)
SMILES	PriA SSB inh
Cn1cccc1C(CNC(=O)c1ccc2c(c1)OCO2)N1CCc2ccccc2C1 (stereo unspecified)	13*
O=C(c1ccsc1)N1CCN(c2nccn3nc4c(c23)CCCC4)CC1	-2
O=C(Nc1cccc(-c2csc(NC(=O)c3cccc(C(F)(F)F)c3)n2)c1)c1cccc(C(F)(F)F)c1	-3
CC1(N)CCS(=O)(=O)C1 (stereo unspecified)	-10
CCc1cccc(NC(=O)Nc2cnc(-n3ccnc3)nc2)c1	-12
CCc1ccc(S(=O)(=O)Nc2ccc(-c3csc4nc(C)cc(=O)n34)cc2)s1	5
COC(=O)c1c(NC(=O)c2ccc(Cl)cc2Cl)sc2c1CCN(C(C)C)C2	-27
CCc1c(C)nc(SCc2nc(-c3ccc(Cl)cc3)oc2C)[nH]c1=O	-11&-7
O=C(NCCOc1ccc(-c2ccc(F)cc2)nn1)c1cc2ccccc2o1	-1
COc1ccc(CCC(=O)Nc2cccc(N3CCCC3=O)c2)cc1	12
CN(C)c1cccc(C(=O)NCc2ccc(C(O)c3ccco3)s2)c1 (stereo unspecified)	2
Cc1cc(=O)[nH]c(-n2nc(-c3cccs3)cc2NC(=O)c2ccc(Br)o2)n1	3
Cc1cccc(C=NNC(=O)C2CCCNC2=O)c1 (stereo unspecified)	-8
